# Bioassay records from PubChem BioAssay.
# CASP6 VEID inh – inhibitors of human caspase-6. P55212. purified caspase-6, Z-VEID-R110 cleavage fluorescence. inhibition, % at 12.5 µM. 0.53% of 350,000 active. AID 686996;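 active = mean inhibition across replicates at least about 35%, with every replicate also reaching that limit, limit read from the data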;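 note: 0% = median of neutral control wells and 100% = no fluorescence left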
# Target sequence (P55212 24-179 limits assumed): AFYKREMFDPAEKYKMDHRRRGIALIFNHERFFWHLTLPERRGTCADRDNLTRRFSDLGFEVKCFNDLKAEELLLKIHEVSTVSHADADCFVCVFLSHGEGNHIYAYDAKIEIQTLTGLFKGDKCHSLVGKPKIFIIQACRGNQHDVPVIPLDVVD
# Target sequence (P55212 194-293 limits assumed): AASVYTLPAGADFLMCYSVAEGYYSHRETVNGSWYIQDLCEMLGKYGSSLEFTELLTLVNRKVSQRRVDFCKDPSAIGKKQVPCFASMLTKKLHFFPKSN
# Cneo AK release – causes C. neoformans cell lysis | 0.2% of 360,000 active | adenylate kinase release luminescence, 4 h; normalised: neutral wells 0, clomiphene wells 100 | lysis activity, % at 15 µM;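 active = mean lysis activity across replicates of at least 80%, whatever share of replicates individually reach that level; inactive = mean lysis activity below 80%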
#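 read-out = cell lysis signal | test system = log-phase Cryptococcus neoformans yeast cells | input = cells at 5 × 10^6 per mL | medium = fresh YPD growth medium | signal = luminescent adenylate kinase detection reagent | timing = 4 h at 37 °C static, read 1 h later | dosing = single dose | controls = Clomiphene as positive lysis control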
# LGR2 antag – Drosophila LGR2 receptor signaling inhibition | HEK293 LGR2, CRE-luciferase, bursicon-stimulated, 4 h | inhibition, % at 9.99 µM | 0.35% of 380,000 active;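 active = drop in luminescence signal, shown as inhibition above about 50% in the replicate tests, limit read from the data, passing the limit was not always enough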;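 note: agonist challenge used bursicon conditioned medium at about half maximal strength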
# FN deposit inh – fibronectin deposition inhibition; AH1F fibroblasts, Alexa488-fibronectin deposition fluorescence, overnight; inhibition, % at 12.6 µM; 0.086% of 350,000 active;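 active = mean inhibition across replicates of 30% or more, regardless of how many single replicates reach that level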;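 note: positive control wells lacked labelled fibronectin entirely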
#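 material = AH1F fibroblast monolayer depositing Alexa488-labelled fibronectin into matrix | amount = 10000 AH1F cells/well | buffer or medium = DMEM plus 2% serum, read in PBS | incubation = 1 h cell adhesion before compound, then overnight fibronectin incubation | detection = fluorescence at 485 nm excitation, 525 nm emission | evaluation = percent inhibition as loss of matrix-bound fibronectin fluorescence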
# miR-122 sensor – inhibitors of miR-122 in Huh7 cells; Huh7 miR-122 Renilla luciferase sensor, 48 h; neutral wells = 0, positive control = 100; activation (reporter increase), % at 12.5 µM; 0.3% of 340,000 active; AID 602342;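 active = mean replicate activation score at least 90 and every replicate individually at or above 90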;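 note: higher luciferase means less miR-122 activity so hits act as miR-122 inhibitors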
# PGC1a acetyl inh – modulators of PGC1a acetylation | U2OS PGC1a acetylation, AlphaScreen anti-acetyl-lysine; with virally co-expressed GCN5 acetyltransferase | inhibition, % at 15.6 µM | 0.17% of 350,000 active;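 active = every replicate shows inhibition of at least 40%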;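 note: 0% = neutral control wells and 100% = positive control wells; some results beyond the cut were filed as inactive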
# EWS-Fli inh – EWS/Fli transcriptional activity inhibition. A673 NR0B1-luciferase reporter, viability-normalised. inhibition, % at 12.6 µM. 0.67% of 350,000 active. AID 651661;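 active = mean inhibition of at least 50% after viability correction, with every replicate also passing that limit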;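 note: firefly luciferase signal divided by Alamar Blue viability fluorescence both relative to DMSO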
# PAX8 inh HTS – inhibitors of PAX8 transcriptional activity in RMG-I cells; 1.2% of 360,000 active; RMG-I TPO-luciferase reporter, SteadyGlo, 24 h; inhibition, % at 12.6 µM;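 active = mean replicate inhibition at least 60% with every replicate also reaching 60%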;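 note: luciferase light reporting Pax8 driven TPO promoter activity; plate controls were median of neutral control wells for no effect and mitoxantrone controls for full effect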
# * marks the source's active call; other numbers are inactive results; nt = not tested or not shown; [ ] = remark or other dose.
SMILES,CASP6 VEID inh,Cneo AK release,LGR2 antag,FN deposit inh,miR-122 sensor,PGC1a acetyl inh,EWS-Fli inh,PAX8 inh HTS
C=CCn1c(SCc2nc3ccccc3nc2C)nnc1-c1ccoc1C,nt,6.4,nt,-10.3,-2.0,4.2,nt,14.3
O=C(CSc1nnc(Cc2ccccc2)n1C1CCCCC1)N1CCOCC1,nt,1.6,nt,7.1,4.7,-6.7,nt,-10.5
C#CCN(C[C@@H]1[C@@H](OC(=O)NCc2ccccc2F)[C@@H](OC(=O)NCc2ccccc2F)Cn2c(=O)ccc(=O)n21)S(=O)(=O)c1ccc(C)cc1,0.8,-2.1,68.0*,2.4,-31.5,60.4*,43.1,104.6*
C[C@H]1CN([C@@H](C)CO)C(=O)c2cc(-c3cccc(F)c3)cnc2O[C@H]1CN(C)C(=O)Nc1ccccc1F,0.3,4.2,1.1,nt,-3.1[16.7 µM],-3.3,2.8,-25.4
CCN(CC(=O)Nc1ccc(NC(C)=O)cc1)C(=O)C1CCC1,1.7,-1.7,34.9,-1.4,nt,-23.9,-4.3,-0.3
COc1ccc(-c2csc(=NCCO)n2-c2ccccc2)cc1,-3.5,0.9,-44.6,-0.2,15.1,-2.3,-68.8,-68.9
CCN(CC)S(=O)(=O)c1cccc(C(=O)N/N=C(\C)c2ccc(O)cc2O)c1,-3.0,nt,4.4,nt,-3.4,17.5,-7.6,35.0
CCn1nnnc1SCC(=O)c1ccc(NC(C)=O)cc1,nt,-1.8,nt,4.9,44.2,2.3,nt,nt
CNC(=O)Nc1cccc(NC(=O)NC)n1,nt,0.6,nt,1.5,-0.6,4.1,nt,-3.8
CCNC(=O)C[C@@H]1CC[C@H]2[C@@H](COC[C@H](O)CN2Cc2ccncc2)O1,-1.0,2.0,9.7,1.6,-1.3[16.7 µM],5.4,-4.2,-17.1

# Profiles from above. Order of screens: CASP6 VEID inh	Cneo AK release	LGR2 antag	FN deposit inh	miR-122 sensor	PGC1a acetyl inh	EWS-Fli inh	PAX8 inh HTS
# `CNC(=O)Nc1cccc(NC(=O)NC)n1` as listed: nt	0.6	nt	1.5	-0.6	4.1	nt	-3.8
# `CCNC(=O)C[C@@H]1CC[C@H]2[C@@H](COC[C@H](O)CN2Cc2ccncc2)O1` as listed: -1.0	2.0	9.7	1.6	-1.3[16.7 µM]	5.4	-4.2	-17.1

# Remaining list, next part:
SMILES,CASP6 VEID inh,Cneo AK release,LGR2 antag,FN deposit inh,miR-122 sensor,PGC1a acetyl inh,EWS-Fli inh,PAX8 inh HTS
Clc1cccc(-c2nn3c(Cn4cnc5ccccc54)nnc3s2)c1,57.5*,nt,-47.3,nt,4.7,15.5,15.7,nt
C[C@@H]1CN([C@@H](C)CO)C(=O)c2cccc(NC(=O)C3CCCCC3)c2O[C@@H]1CN(C)CC1CC1,-1.4,0.4,-13.4,nt,0.9[16.7 µM],3.3,12.3,nt
Cc1noc(C)c1NC(=O)Nc1cccc2c1O[C@@H](CN(C)Cc1ccc(C(F)(F)F)cc1)[C@@H](C)CN([C@@H](C)CO)C2=O,-1.0,-0.9,6.3,nt,10.7[16.7 µM],6.7,2.2,-5.0
CC(O)CNCCNCc1cccs1 (stereo unspecified),-3.8,-0.5,8.2,-2.6,nt,-4.4,3.4,-14.0
O=C(CNC(=O)c1cnccc1C(F)(F)F)c1cccc(Cl)c1,-1.7,-2.0,-0.9,-4.6,3.1,-0.4,-4.1,-0.1
CCOc1cc(C(=O)NC(=S)Nc2cccnc2)cc(OCC)c1OCC,4.6,nt,22.5,6.2,nt,nt,14.1,10.9
CSc1n[nH]c(=O)n1-c1cccc(Cl)c1,-6.0,5.2,nt,2.3,nt,4.8,14.7,2.9
O=C(CNC(=O)c1ccccc1F)Nc1ccc2c(c1)OCO2,3.8,nt,-55.3,-6.5,nt,3.2,-75.6,-166.7
C=C(C)c1cccc(C(C)(C)NC(=O)NCc2cccnc2)c1,-6.1,nt,7.0,-9.4,nt,-2.5,-0.4,-1.2
Cn1c(C(=O)Nc2ccccc2)cc2sccc21,nt,-4.8,nt,5.8,15.8,-0.5,nt,nt
Cc1ccsc1-c1nc(CSCC(=O)N2CCN(c3ccccc3)CC2)c(C)o1,-1.5,2.0,5.4,-6.6,3.5,-12.9,-6.2,nt
CN1C(=O)c2cc(NC(=O)c3cccs3)ccc2OC[C@@H]2O[C@@H](CC(=O)NCCN3CCCCC3)CC[C@@H]21,1.4,56.7,0.4,-2.1,16.7[16.7 µM],-0.1,-5.5,-19.8
CCOC(=O)c1ccccc1NC(=O)CSc1nc2ccccc2o1,nt,1.5,-1.1,-5.5,-1.9,-3.7,nt,nt
CC1CCN(C(=O)Cn2ncc3c([nH]c4ccccc43)c2=O)CC1,-2.1,-0.5,3.7,9.4,3.8,4.2,nt,8.5
CC(C)N(C)C1CCN(C(=O)Nc2ccc(Cl)c(Cl)c2)CC1,nt,-0.9,-5.5,2.0,nt,-11.4,nt,nt
c1ccc(Nc2nc(-c3ccccc3)ns2)cc1,0.9,-1.4,-76.6,6.0,-1.8,nt,-71.1,-238.0
C=CCc1cc(Cl)ccc1OC(=O)Nc1cccc(Cl)c1,3.3,-12.7,-18.6,-1.9,19.7,0.7,-37.0,-44.6
O=C(c1ccncc1)N1CCCCN2[C@@H](CO)[C@H](c3ccc(-c4ccccc4)cc3)[C@@H]2C1,-6.6,-0.2,-7.7,nt,3.7[16.7 µM],4.9,-0.6,6.4
C[C@H]1CN([C@@H](C)CO)C(=O)c2cc(NC(=O)C3CCCCC3)ccc2O[C@@H]1CN(C)S(=O)(=O)c1ccc(Cl)cc1,-2.0,-0.8,nt,nt,24.0[16.7 µM],20.7,-6.7,13.5
COc1ccc(CNCCNC(=O)c2cccs2)cc1OC,-1.0,nt,-4.0,8.3,nt,nt,2.8,12.2
COc1cc(C=O)c(Br)cc1OCC(=O)NCCc1ccccc1,1.1,-1.5,1.6,-2.7,2.6,-6.4,-3.2,-0.6
C[C@@H]1CN([C@@H](C)CO)C(=O)c2cc(NS(=O)(=O)c3ccccc3)ccc2O[C@H]1CN(C)Cc1ccc(-c2ccccc2)cc1,-2.1,3.2,6.6,nt,-6.6[16.7 µM],1.1,4.3,1.5
O=C(COc1ccc(Cl)cc1Br)Nc1ccncc1,-0.3,0.2,-31.5,1.4,9.5,nt,-100.3,-0.4
O=C(NCc1cccnc1)c1cccc(NC(=O)c2ccco2)c1,-3.4,-0.7,-11.0,-0.2,-4.2,2.4,nt,-3.3
CC(=O)C1=CCC(c2ccccc2)N(S(C)(=O)=O)C1 (stereo unspecified),-2.6,3.4,-5.1,1.9,26.4,9.5,-6.9,-8.6
O=C(c1nnc(-c2ccncc2)o1)c1ccccc1Cl,-6.6,0.4,-10.8,-8.0,nt,11.2,nt,nt
COc1ccc(NS(=O)(=O)c2ccc(C)c(NC(=O)CN3C(=O)NC4(CCCC4)C3=O)c2)cc1,-301.8,0.6,-14.3,1.9,1.4,-4.6,-1.2,-16.2
CCc1ccccc1OCCCN1CCCC1,-46.5,0.9,2.1,-4.9,nt,nt,7.9,-13.2
O=c1c2[nH]c3ccc(F)cc3c2nc2n1CCS2,nt,nt,-11.0,0.0,nt,nt,-8.9,-22.0
COC1C(C)=C(C)C(=O)N1Cc1ccccc1 (stereo unspecified),-9.4,-1.7,5.0,1.3,-1.3,2.7,14.7,-2.4
C/C=C/c1cnc2c(c1)C(=O)N([C@@H](C)CO)C[C@@H](C)[C@@H](CN(C)C(=O)Nc1ccccc1F)O2,-0.5,-2.2,-2.2,nt,2.2[16.7 µM],-3.0,1.5,nt
CCCNC(=O)[C@@H]1[C@@H](CO)[C@@H]2Cn3c(ccc(-c4ccccc4F)c3=O)[C@@H]2N1CC1CC1,1.4,-1.2,-4.0,nt,nt,nt,10.3,nt
Cc1nc(CN(C)c2ncnc3ccc(-c4ccc5c(c4)OCO5)cc23)cs1,-2.6,-2.1,24.5,-3.6,0.4,13.5,37.3,65.8*
CCOc1ccc(NC(=O)/C(=C\c2ccc(OC(C)=O)c(OC)c2)NC(C)=O)cc1,-1.4,nt,-12.7,4.2,nt,nt,-4.3,-7.2
COc1ccc(C(=O)COC(=O)C2CC3CCCC(C2)C3=O)cc1Br (stereo unspecified),-2.1,0.9,9.7,2.2,nt,nt,7.6,nt
O=C(CSc1ccccc1)Nc1ccc(N2CCOCC2)cc1,nt,-2.9,-6.8,11.3,5.8,-1.4,nt,nt
Cc1ccc(S(=O)(=O)Nc2ccc3c(c2)C(=O)N([C@@H](C)CO)C[C@H](C)[C@H](CN(C)Cc2ccccc2)O3)cc1,0.8,0.7,16.9,nt,-11.8[16.7 µM],-2.3,nt,14.1
COc1cccc(-c2noc(Cn3nc(C(=O)O)c4ccccc4c3=O)n2)c1,-0.5,-6.4,-25.2,-13.9,3.8,-18.2,-28.9,-0.9
O=C(C[C@@H]1CC[C@H]2[C@@H](COC[C@@H](O)CN2Cc2ccc3c(c2)OCO3)O1)Nc1ccccc1,0.9,-2.4,19.7,-6.5,-1.0[16.7 µM],3.1,0.2,10.2
CCOC(=O)C1=C[C@@H](C(C)(C)C)N(S(=O)(=O)c2ccc(C)cc2)[C@H]1c1ccc(F)cc1,3.0,-0.7,23.1,0.7,-7.0,-27.6,1.8,23.1
O[C@H]1C[C@H](c2ccccc2)N(CC2CCCCC2)C[C@@H]1n1cc(-c2ccc(F)cc2)nn1,0.3,1.0,6.3,nt,1.6,7.6,-19.3,-5.6
NS(=O)(=O)c1ccc(CNC(=O)CSc2ccccc2)cc1,2.7,-0.5,2.1,-4.0,6.5,19.4,-7.1,8.5
CCOC(=O)c1sc(C)c2c(=O)n(CC(=O)c3ccc(Br)cc3)nnc12,nt,-0.6,-10.8,nt,-1.0,16.1,nt,nt
CCN(CC)CCSc1nc(O)c(-c2ccccc2)c(=O)n1-c1ccccc1,-3.4,-0.9,-2.6,-0.2,-4.4,nt,0.4,6.1
COc1ccc(C(=O)COC(=O)C2CCN(c3ccc(C(F)(F)F)cn3)CC2)c(OC)c1,1.1,-1.1,-9.2,-0.5,14.1,nt,0.0,-25.9
CCC(=O)Nc1ccc2c(c1)OC[C@@H](C)N(C(=O)NC(C)C)C[C@H](C)[C@@H](OC)CN(C)C2=O,0.5,-2.3,-0.1,-4.3,7.3[16.7 µM],2.8,-1.5,6.6
O=C(CSCC(=O)N1CCCc2ccccc21)Nc1nc(-c2ccccc2)cs1,-2.8,6.6,13.6,-9.8,-4.0,-1.2,-10.5,-8.1
CCc1ccc(-c2nn(Cc3ccccc3)cc2/C=C/C(=O)O)cc1,nt,0.2,6.8,nt,-8.3,-2.3,nt,nt
CC(C)(C)c1cc(C(=O)NNc2cc(C(F)(F)F)ccc2Cl)n(Cc2ccccc2)n1,-0.9,nt,nt,0.8,nt,2.4,-31.7,-9.7
O=C(O)CCC(=O)Nc1ccc(Br)cn1,nt,5.5,-2.1,nt,-4.9,-15.3,nt,nt

# New compounds follow
SMILES,CASP6 VEID inh,Cneo AK release,LGR2 antag,FN deposit inh,miR-122 sensor,PGC1a acetyl inh,EWS-Fli inh,PAX8 inh HTS
O=C1c2ccccc2C(=O)N1CNc1ccccc1,nt,-0.3,nt,0.9,-1.7,15.9,nt,-5.3
CCCC#Cc1ccc2c(c1)O[C@H](CN(C)Cc1cncnc1)[C@H](C)CN([C@H](C)CO)S2(=O)=O,-1.6,-0.2,17.1,10.9,-11.6[16.7 µM],-8.5,10.5,nt
O=C(N[C@H]1CC[C@H](CCn2cc(C3(O)CCCC3)nn2)O[C@@H]1CO)C1CCCC1,-1.8,-1.1,22.5,-2.8,-26.5[16.7 µM],0.9,17.9,25.6
CCOc1ccccc1OCCCC(=O)Nc1cc(S(=O)(=O)N2CCCCC2)ccc1C,6.6,-0.6,nt,-7.6,-0.3,6.2,8.5,-5.7
